Peg3 promoter: Peg3 promoter-driven luciferase inhibitors, primary screen, cell-based, HeLa, luciferase luminescence. inhibition, % at 20 µM. 360,000 tested, 1.7% active. HeLa PEG-Prom luciferase reporter, overnight;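 active = inhibition of at least 50% at 20 µM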
TWEAK-Fn14 inh: inhibitors of TWEAK-Fn14 signaling, primary screen, luciferase reporter cells, uHTS. TWEAK-stimulated Fn14 reporter cells, luciferase luminescence, 8 h. inhibition, % at 10 µM. 360,000 tested, 2% active. AID 1159606, 2016; in the data active = inhibition above about 50%
TROY signal inh: inhibitors of TROY-driven NF-kB signaling, primary screen, Q293 LMP1-TROYcd cells, NF-kB luciferase, uHTS; AID 1347056, 2019; Q293 LMP1-TROYcd NF-kB luciferase reporter, 4 h; 360,000 tested, 0.98% active; inhibition, % at 10 µM;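 active = compounds whose plate-normalised and pattern-corrected inhibition of the luciferase reporter signal at the single screening dose is 50% or more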
HIF-2a inh: HIF-2a reporter inhibitors, primary screen, luminescence, 786-0 RCC cells; 786-0 RCC cells HIF-2a reporter, luciferase luminescence, overnight; inhibition, % at 18.8 µM; 360,000 tested, 0.72% active; AID 624352, 2012;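 active = inhibition of the luminescence signal of 40% or more relative to plate controls, in a single-dose primary screen at 18.75 µM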
KKLEB tox: cytotoxicity in KKLEB CF airway cells, primary screen, cytotoxicity control for CF NF-kB inhibitor project, cell-based, uHTS, fluorescence assay plates. KKLEB CF airway cells viability, ATPlite luminescence, overnight; active compounds read low; cells stimulated with P. aeruginosa culture filtrate. activity change (cytotoxicity), % at 5 µM. 360,000 tested, 0.36% active. AID 602141, 2011;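 active = corrected activity change at or below -50% at 5 µM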
NR2E3 ag-1: NR2E3 agonists in two-hybrid cells, primary screen, cell-based, luminescence, CHO-S, Gal4-NCOR/VP16-NR2E3; luciferase; inhibition of corepressor binding, % at 3.98 µM; 360,000 tested, 0.35% active; AID 602229, 2012;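 active = inhibition above the mean of all tested compounds plus 3 SD, cut at about 70% in these data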;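 note: 0% = DMSO with NR2E3 transfected cells and 100% = cells lacking NR2E3 construct; higher means lower luciferase signal from less NR2E3 corepressor binding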
Target sequence (Q9Y5X4 whole entry, looked up, the tested form may be a part): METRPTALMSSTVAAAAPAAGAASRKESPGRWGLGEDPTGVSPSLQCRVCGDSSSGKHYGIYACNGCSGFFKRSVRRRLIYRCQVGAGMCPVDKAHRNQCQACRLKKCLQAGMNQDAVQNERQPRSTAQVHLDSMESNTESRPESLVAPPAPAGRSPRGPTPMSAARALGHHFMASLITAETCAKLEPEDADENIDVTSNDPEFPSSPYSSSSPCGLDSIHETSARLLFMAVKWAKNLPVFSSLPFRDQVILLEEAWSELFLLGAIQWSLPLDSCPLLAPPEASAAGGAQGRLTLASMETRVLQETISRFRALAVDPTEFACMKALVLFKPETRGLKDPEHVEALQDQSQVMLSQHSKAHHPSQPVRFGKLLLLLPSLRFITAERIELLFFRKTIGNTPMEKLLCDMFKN
CF NFkB inh: inhibitors of PAF-induced NF-kB signaling, primary screen, cell-based, GFP fluorescence, uHTS; KKLEB NF-kB-GFP reporter, GFP fluorescence overnight; 360,000 tested, 0.86% active; inhibition, % at 5 µM;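 active = at least 50% inhibition at 5 µM, scaled per plate between neutral and stimulator controls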;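 note: PAF is a Pseudomonas aeruginosa culture filtrate used as stimulus; plate controls were PAF-stimulated DMSO wells for no effect and unstimulated DMSO wells for full effect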
NR2E3 ag-2: inhibitors of NR2E3-RetCOR corepressor binding, primary screen, NR2E3 agonist project, biochemical, TR-FRET, GST-NR2E3, biotin-RetCOR | Photoreceptor-specific nuclear receptor (Homo sapiens), Q9Y5X4 | 1536-well | 320,000 tested, 0.12% active | AID 2300, 2010 | inhibition of corepressor binding, % at 4.78 µM;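 active = percent inhibition above the cutoff of mean plus 3 SD of all tested compounds, set per screening campaign, cut at about 20% in these data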;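 note: 0% = DMSO wells and 100% = biotin wells as full block of FRET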
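Test system: GST-NR2E3 and biotin-RetCOR proteins | Quantity: 1.35 nM GST-tagged NR2E3 final | Medium: Tris pH 7.5 | Also added: 7 nM biotin-RetCOR | Dosing: Compound at 4.8 µM, single dose | Timing: 5 h at 4 °C | Detection: Time-resolved FRET | Read-out basis: Percent inhibition | Benchmarks: Biotin wells as high control, 0.6% DMSO wells as low control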
Shn3 3UTR inh: reduction of Shn3 3'UTR firefly luciferase signal, primary screen, Schnurri-3 inhibitor project, cell-based, Clone20 osteoblasts, set 2; Clone20 osteoblast Shn3 3'UTR firefly luciferase, 24 h; AID 588674, 2011; 360,000 tested, 0.52% active; inhibition, % at 12.5 µM;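 active = mean inhibition of at least 75% with every replicate also reaching 75%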;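 note: 0% = median of neutral control wells and 100% = pilot-screen positive control compound; some compounds past the cut are filed as inactive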
TRPM1 prom inh: inhibitors of MITF-dependent TRPM1 promoter reporter, primary screen, cell-based, SK-MEL-5, single point, luciferase; SK-MEL-5 TRPM1 promoter luciferase, 24 h; inhibition, % at 12.5 µM; 330,000 tested, 0.83% active; AID 488899, 2010;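 active = mean inhibition across replicates of 60% or more, whatever share of single replicates reaches that level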; note: values of inactives mirror those of a sister screen read the other way
TRAIL sens C8: viability loss with TRAIL in NB7+C8 cells, primary screen, TRAIL sensitizer project, cell-based, ATPlite luminescence. 360,000 tested, 1% active. inhibition (viability loss, TRAIL sensitization), % at 10 µM;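 active = compounds causing at least 50% loss of cell viability in the single-dose screen, relative to plate controls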
An asterisk follows results filed as active. Only part of the results is shown (hit frequency here may not be typical).

Screening O=c1[nH]c(-c2ccc(Cl)cc2)cs1 returned Peg3 promoter -12, TWEAK-Fn14 inh -31, TROY signal inh -25, HIF-2a inh 1, KKLEB tox 3, NR2E3 ag-1 -3, CF NFkB inh -5, NR2E3 ag-2 1, Shn3 3UTR inh 2, TRPM1 prom inh -7 and TRAIL sens C8 -4.
`COc1ccc(/C=N/NC(=O)Nc2cccc3nsnc23)cc1OC` gave Peg3 promoter 9, TWEAK-Fn14 inh 62*, TROY signal inh 14, HIF-2a inh -3, KKLEB tox -10, NR2E3 ag-1 -10, CF NFkB inh 40, NR2E3 ag-2 2, Shn3 3UTR inh 7, TRPM1 prom inh -23 and TRAIL sens C8 3.
Cc1ccc(C(=O)Nc2ccncc2)c(C)c1 was read as Peg3 promoter -21, TWEAK-Fn14 inh 40, TROY signal inh 18, HIF-2a inh -23, KKLEB tox -5, NR2E3 ag-1 -14, CF NFkB inh 3, NR2E3 ag-2 1, Shn3 3UTR inh 15, TRPM1 prom inh -42 and TRAIL sens C8 2.
`COc1ccc(CNC(=O)C2CCCN2C(=O)NC2CCCCC2)cc1` (stereo not drawn) gave Peg3 promoter 5, TWEAK-Fn14 inh -14, TROY signal inh 9, HIF-2a inh 31, KKLEB tox -8, NR2E3 ag-1 -20, CF NFkB inh -14, NR2E3 ag-2 1, Shn3 3UTR inh 10, TRPM1 prom inh -8 and TRAIL sens C8 -8.
`COc1ccccc1C(=O)N/C(=C/c1ccc(Br)cc1)C(=O)NCCO` gave Peg3 promoter -84, TWEAK-Fn14 inh -6, TROY signal inh -2, HIF-2a inh 16, KKLEB tox -3, NR2E3 ag-1 31, CF NFkB inh -20, NR2E3 ag-2 6, Shn3 3UTR inh -4, TRPM1 prom inh 11 and TRAIL sens C8 13.
Screening CCCn1c(CCc2ccccc2)n[nH]c1=S returned Peg3 promoter -7, TWEAK-Fn14 inh -17, TROY signal inh 12, HIF-2a inh 14, KKLEB tox 7, NR2E3 ag-1 1, CF NFkB inh -8, NR2E3 ag-2 0, Shn3 3UTR inh -7, TRPM1 prom inh -5 and TRAIL sens C8 3.
Screening CC(=O)NCCc1nc2ccccc2n1Cc1cc(C)ccc1C returned Peg3 promoter 12, TWEAK-Fn14 inh -1, TROY signal inh 2, HIF-2a inh 11, KKLEB tox -2, NR2E3 ag-1 -32, CF NFkB inh 9, NR2E3 ag-2 -3, Shn3 3UTR inh -5, TRPM1 prom inh -3 and TRAIL sens C8 -8.
`COc1ccc(CN(C)C(=O)C2CC(=O)N(c3ccc4c(c3)OCCO4)C2)c(OC)c1` (stereo not drawn) gave Peg3 promoter 3, TWEAK-Fn14 inh 8, TROY signal inh 4, HIF-2a inh 12, KKLEB tox 4, NR2E3 ag-1 -19, CF NFkB inh 8, NR2E3 ag-2 2, Shn3 3UTR inh 22, TRPM1 prom inh 6 and TRAIL sens C8 0.
For Cc1cccc2cc(CN(CC3CCCO3)C(=O)c3ccco3)c(=O)[nH]c12 (stereo not drawn) the results were Peg3 promoter 15, TWEAK-Fn14 inh -1, TROY signal inh -2, HIF-2a inh 1, KKLEB tox 1, NR2E3 ag-1 -21, CF NFkB inh -10, NR2E3 ag-2 -3, Shn3 3UTR inh 5, TRPM1 prom inh 2 and TRAIL sens C8 3.
Screening COC(=O)COc1ccc(S(=O)(=O)NCCC2=CCCCC2)cc1C returned Peg3 promoter 1, TWEAK-Fn14 inh -2, TROY signal inh 17, HIF-2a inh 27, KKLEB tox 3, NR2E3 ag-1 -7, CF NFkB inh -14, NR2E3 ag-2 2, Shn3 3UTR inh 3, TRPM1 prom inh 1 and TRAIL sens C8 -5.
For Cn1c(SCC(=O)NC2CCCCC2)nnc1-c1ccccc1F the results were Peg3 promoter 10, TWEAK-Fn14 inh 1, TROY signal inh 4, HIF-2a inh -3, KKLEB tox -7, NR2E3 ag-1 -23, CF NFkB inh -1, NR2E3 ag-2 1, Shn3 3UTR inh 9, TRPM1 prom inh 15 and TRAIL sens C8 -7.
CCc1ccc(N(C(=O)c2csnn2)C(C(=O)NC(C)(C)CC)c2ccccn2)cc1 (stereo not drawn) was read as Peg3 promoter -6, TWEAK-Fn14 inh 1, TROY signal inh -15, HIF-2a inh -16, KKLEB tox -3, NR2E3 ag-1 -5, CF NFkB inh 5, NR2E3 ag-2 7, Shn3 3UTR inh -2 and TRAIL sens C8 -2.
`COC(C/C=C/[C@H](O)COCc1ccccc1)OC` gave Peg3 promoter -12, TWEAK-Fn14 inh 6, TROY signal inh -23, HIF-2a inh -3, KKLEB tox 3, NR2E3 ag-1 -2, CF NFkB inh -17, Shn3 3UTR inh -17, TRPM1 prom inh 3 and TRAIL sens C8 -2.
`COc1ccccc1CC(=O)N1CCCC(CCC(=O)NCc2ccccc2F)C1` (stereo not drawn) gave Peg3 promoter -2, TWEAK-Fn14 inh 11, TROY signal inh -5, HIF-2a inh -10, KKLEB tox -2, NR2E3 ag-1 -10, CF NFkB inh 10, NR2E3 ag-2 3, Shn3 3UTR inh -18, TRPM1 prom inh 2 and TRAIL sens C8 -2.
Screening Cc1ccccc1Cn1cc(CCC(=O)N2CCOCC2)c2ccccc21 returned Peg3 promoter -4, TWEAK-Fn14 inh -7, TROY signal inh -25, HIF-2a inh -18, KKLEB tox 3, NR2E3 ag-1 -7, CF NFkB inh 2, NR2E3 ag-2 0, Shn3 3UTR inh 9, TRPM1 prom inh 0 and TRAIL sens C8 -4.

By substructure: the entries above containing fluorine (two)
For Cn1c(SCC(=O)NC2CCCCC2)nnc1-c1ccccc1F the results were Peg3 promoter 10, TWEAK-Fn14 inh 1, TROY signal inh 4, HIF-2a inh -3, KKLEB tox -7, NR2E3 ag-1 -23, CF NFkB inh -1, NR2E3 ag-2 1, Shn3 3UTR inh 9, TRPM1 prom inh 15 and TRAIL sens C8 -7.
`COc1ccccc1CC(=O)N1CCCC(CCC(=O)NCc2ccccc2F)C1` (stereo not drawn) gave Peg3 promoter -2, TWEAK-Fn14 inh 11, TROY signal inh -5, HIF-2a inh -10, KKLEB tox -2, NR2E3 ag-1 -10, CF NFkB inh 10, NR2E3 ag-2 3, Shn3 3UTR inh -18, TRPM1 prom inh 2 and TRAIL sens C8 -2.

(next part)
Screening Cc1ccccc1NC(=O)Cc1cccs1 returned Peg3 promoter 3, TWEAK-Fn14 inh 0, TROY signal inh -6, HIF-2a inh 2, KKLEB tox 3, NR2E3 ag-1 -10, CF NFkB inh -24, NR2E3 ag-2 -2, Shn3 3UTR inh 4, TRPM1 prom inh -12 and TRAIL sens C8 -7.
Screening CCCCCC(O)(c1ccccc1)C(CN1CCOCC1)c1ccccc1 (stereo not drawn) returned Peg3 promoter 30, TWEAK-Fn14 inh 5, TROY signal inh 5, HIF-2a inh 13, KKLEB tox 1, NR2E3 ag-1 -36, CF NFkB inh 12, Shn3 3UTR inh 25, TRPM1 prom inh -2 and TRAIL sens C8 7.
Cc1noc(NS(=O)(=O)c2ccc(NC(=O)c3ccccc3NS(=O)(=O)c3ccc(F)c(F)c3)cc2)c1C was read as Peg3 promoter 6, TWEAK-Fn14 inh -33, TROY signal inh -5, HIF-2a inh 15, KKLEB tox 1, NR2E3 ag-1 -17, CF NFkB inh 3, Shn3 3UTR inh -17, TRPM1 prom inh -12 and TRAIL sens C8 3.
For CC(=O)NC(CC(=O)OCC(=O)NCCc1ccccc1)c1ccccc1 (stereo not drawn) the results were Peg3 promoter -1, TWEAK-Fn14 inh -2, TROY signal inh 18, HIF-2a inh 4, KKLEB tox -3, NR2E3 ag-1 -4, CF NFkB inh -9, NR2E3 ag-2 -1, Shn3 3UTR inh 3, TRPM1 prom inh 4 and TRAIL sens C8 -14.
For CC(C)/C=N\NC(=O)CCCCC(=O)N/N=C/C(C)C the results were Peg3 promoter 2, TWEAK-Fn14 inh -5, TROY signal inh 8, HIF-2a inh 14, KKLEB tox 12, NR2E3 ag-1 1, CF NFkB inh 8, NR2E3 ag-2 0, Shn3 3UTR inh 16, TRPM1 prom inh 1 and TRAIL sens C8 -10.
Screening COc1cccc(/C=N/c2nc3ccccc3[nH]2)c1O returned Peg3 promoter 15, TWEAK-Fn14 inh 23, TROY signal inh -1, HIF-2a inh -12, KKLEB tox -5, NR2E3 ag-1 -21, CF NFkB inh 19, NR2E3 ag-2 -1, Shn3 3UTR inh -52, TRPM1 prom inh 6 and TRAIL sens C8 0.
Screening CSc1nsc(SCC(=O)Nc2ccc(Br)cn2)n1 returned Peg3 promoter -234, TWEAK-Fn14 inh 2, TROY signal inh -23, HIF-2a inh -168, KKLEB tox -5, NR2E3 ag-1 -30, CF NFkB inh 35, NR2E3 ag-2 5, Shn3 3UTR inh 0, TRPM1 prom inh -29 and TRAIL sens C8 -12.
Screening O=C(Nc1cccn(Cc2ccc(F)cc2)c1=O)NC1CCCCC1 returned Peg3 promoter 0, TWEAK-Fn14 inh -1, TROY signal inh -7, HIF-2a inh 9, KKLEB tox -1, NR2E3 ag-1 -5, CF NFkB inh 1, NR2E3 ag-2 -1, Shn3 3UTR inh 10, TRPM1 prom inh 6 and TRAIL sens C8 -13.
For Cc1ccc(C)c(-c2nnc(NC(=O)CCS(=O)(=O)c3ccccc3)o2)c1 the results were Peg3 promoter -6, TWEAK-Fn14 inh 3, TROY signal inh 0, HIF-2a inh 6, KKLEB tox -25, NR2E3 ag-1 -15, CF NFkB inh 37, NR2E3 ag-2 1, Shn3 3UTR inh -29, TRPM1 prom inh 0 and TRAIL sens C8 5.
Screening Cc1cccc(N(C)C(=O)c2cc(S(=O)(=O)N3CCCC3)cn2C)c1 returned Peg3 promoter 1, TWEAK-Fn14 inh 17, TROY signal inh 6, HIF-2a inh 0, KKLEB tox 3, NR2E3 ag-1 -28, CF NFkB inh 13, NR2E3 ag-2 2, Shn3 3UTR inh -17, TRPM1 prom inh -4 and TRAIL sens C8 -1.
For CC1C=CC=CC=CC=CC=CC=CC=CC(OC2OC(C)C(O)C(N)C2O)CC2OC(O)(CC(O)CC(O)C(O)CCC(O)CC(O)CC(=O)OC(C)C(C)C1O)CC(O)C2C(=O)O (stereo not drawn) the results were Peg3 promoter -20, TWEAK-Fn14 inh 26, TROY signal inh -5, HIF-2a inh -6, KKLEB tox -9, NR2E3 ag-1 24, CF NFkB inh 55*, Shn3 3UTR inh 21, TRPM1 prom inh 41 and TRAIL sens C8 8.
